# BAZ2B inh = qHTS Assay for Inhibitors of BAZ2B. Bromodomain adjacent to zinc finger domain protein 2B (Homo sapiens), Q9UIF8. AlphaScreen BAZ2B-H3K14Ac peptide displacement. Potency, µM (highest dose often 114 µM), for the others: at the highest dose activity change, negative = inhibition, hits mostly inhibitors. 360,000 compounds, 4.4% hits; also: potency is read from the fitted curve at half-maximal effect; % is scaled to controls: 0 for no effect and ±100 for the full control effect; nearly all actives have a fitted effect of over 60% in size
#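 Protein-peptide AlphaScreen: BAZ2B 50 nM, b-H3K14Ac 50 nM, 1x PBS pH 7.4 + 0.01% Tween-20. Preincubation 30 min RT; cpd 30 min RT (top 110 uM); beads 20 min RT, light-protected.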
# JMJD2A Tudor inh = qHTS Assay for Inhibitors of JMJD2A-Tudor Domain; Lysine-specific demethylase 4A (Homo sapiens), O75164; AlphaScreen JMJD2A-Tudor / H3K4me3 peptide binding; Potency, µM (top dose mostly 114 µM), for the others: at the highest dose activity change, negative = inhibition, most hits filed as inhibitors; 390,000 compounds, 4.4% hits; AID 504339, 2011; also: potency is read from the fitted curve at half-maximal effect; % is scaled to controls: 0 for no effect and ±100 for the full control effect; nearly all actives have a fitted effect of over 50% in size
# G9a inh = qHTS Assay for Inhibitors of Histone Lysine Methyltransferase G9a. Histone-lysine N-methyltransferase EHMT2 (Homo sapiens), Q96KQ7. G9a H3K9 monomethylation, AlphaScreen, 2 h. Potency, µM (doses to about 102 µM), inactives show at the top dose activity, negative = inhibition, most hits filed as inhibitors. 350,000 compounds, 8.8% hits. AID 504332, 2011; also: potency is read from the fitted curve at half-maximal effect; % is scaled to controls: 0 for no effect and ±100 for the full control effect; nearly all actives have a fitted effect of over 75% in size
# Target sequence (Q96KQ7 913-1193 limits assumed): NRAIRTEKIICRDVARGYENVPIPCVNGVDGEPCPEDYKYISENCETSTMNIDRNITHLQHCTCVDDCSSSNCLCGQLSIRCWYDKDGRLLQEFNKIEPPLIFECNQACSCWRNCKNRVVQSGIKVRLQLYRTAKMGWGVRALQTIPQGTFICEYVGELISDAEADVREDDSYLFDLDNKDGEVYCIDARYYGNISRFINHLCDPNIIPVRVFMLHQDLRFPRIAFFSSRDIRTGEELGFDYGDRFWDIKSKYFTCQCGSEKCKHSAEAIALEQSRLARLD
#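 G9a (20 nM) was preincubated 15 min with compound, then reacted 2 h at room temperature with 500 nM biotin-H3K9 peptide and 20 µM SAM. Monomethyl-H3K9 detected by AlphaScreen using anti-H3K9me1 antibody.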
# RGS4 inh = Inhibitors of Regulator of G Protein Signaling (RGS) 4: qHTS; Transcreener GDP fluorescence polarization, RGS4-accelerated GTP hydrolysis; 390,000 compounds, 0.039% hits; Potency, µM (series often up to 114 µM), for inactives: top-dose activity change, negative = inhibition, hits mostly inhibitors; AID 504845, 2011; also: potency is read from the fitted curve at half-maximal effect; % is scaled to controls: 0 for no effect and ±100 for the full control effect; nearly all actives have a fitted effect of over 75% in size; some results filed as inactive show a strong effect at the top dose
#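 MLSMR compounds (23 nl, pin-transferred) preincubated 10 min at room temperature with a 500nM (2x) first reagent, then RGS4 at 900nM (2x) plus Transcreener GDP mix added; fluorescence polarization (620/688 nm) read before and after 90 min at 30 °C.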
# HP1b binding inh = HTS for Inhibitors of HP1-beta Chromodomain Interactions with Methylated Histone Tails; Chromobox protein homolog 1 (Homo sapiens), P83916; AlphaScreen HP1-beta / biotin-H3K9me3 peptide binding; Potency, µM (series often up to 114 µM), for inactives: top-dose activity change, negative = inhibition, most hits filed as inhibitors; 390,000 compounds, 0.56% hits; AID 540317, 2011; also: potency is read from the fitted curve at half-maximal effect; nearly all actives have a fitted effect of over 70% in size; inactives centre near 23
#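 AlphaScreen: HP1-beta (50 nM) preformed 30 min with biotin-H3(1-18)K9me3 peptide (50 nM) in PBS pH 7.4, 0.01% Tween-20. Compound added for 30 min at RT, then streptavidin donor/nickel chelate acceptor beads (10 ug/mL) for 30 min.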
# PI4K2A inh = qHTS for small molecular inhibitors of PI4K2A; activity change, negative = inhibition, % at 76.9 µM; purified PI4K2A, ADP-Glo luminescence, 1 h; active compounds read low; 420,000 compounds, 0.13% hits; AID 1346378, 2018; in the data active = activity change below about -50%; inconclusive = mostly about -30% to -49%;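 also: -100% = wells without enzyme as full effect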
#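 Compounds are screened against recombinant PI4K2A using PI as substrate and ATP, the latter dispensed at 300 microM. Reactions run one hour at ambient temperature before ADP-Glo detection; full inhibition defined by wells lacking enzyme.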
# 12-LOX inh = Primary qHTS assay for inhibitors of human arachidonate 12S-lipoxygenase (ALOX12): Round 2; purified 12hLO, xylenol orange hydroperoxide absorbance; Potency, µM (top dose mostly 108 µM), for inactives: at the highest dose activity change, negative = inhibition, hits mostly inhibitors; 580,000 compounds, 1.1% hits; also: potency is read from the fitted curve at half-maximal effect; % is scaled to controls: 0 for no effect and ±100 for the full control effect
#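 Purified human 12hLO at 150 nM in 25 mM Hepes, 0.01% Triton X-100, pH 7.0, preincubated 15 min at room temperature with compound. Reaction started with 40 uM arachidonic acid, 30 min at room temperature. Hydroperoxide measured by Fe-xylenol orange, 573/405 nm absorbance ratio.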
# GLS inh = qHTS for Inhibitors of Glutaminase (GLS); GLS enzymatic activity, qHTS titration; Potency, µM (series often up to 45.5 µM), for inactives: at the highest dose activity change, negative = inhibition, most hits filed as inhibitors; 410,000 compounds, 0.21% hits; also: potency is read from the fitted curve at half-maximal effect; % is scaled to controls: 0 for no effect and ±100 for the full control effect
# Target sequence (O94925 whole entry, looked up): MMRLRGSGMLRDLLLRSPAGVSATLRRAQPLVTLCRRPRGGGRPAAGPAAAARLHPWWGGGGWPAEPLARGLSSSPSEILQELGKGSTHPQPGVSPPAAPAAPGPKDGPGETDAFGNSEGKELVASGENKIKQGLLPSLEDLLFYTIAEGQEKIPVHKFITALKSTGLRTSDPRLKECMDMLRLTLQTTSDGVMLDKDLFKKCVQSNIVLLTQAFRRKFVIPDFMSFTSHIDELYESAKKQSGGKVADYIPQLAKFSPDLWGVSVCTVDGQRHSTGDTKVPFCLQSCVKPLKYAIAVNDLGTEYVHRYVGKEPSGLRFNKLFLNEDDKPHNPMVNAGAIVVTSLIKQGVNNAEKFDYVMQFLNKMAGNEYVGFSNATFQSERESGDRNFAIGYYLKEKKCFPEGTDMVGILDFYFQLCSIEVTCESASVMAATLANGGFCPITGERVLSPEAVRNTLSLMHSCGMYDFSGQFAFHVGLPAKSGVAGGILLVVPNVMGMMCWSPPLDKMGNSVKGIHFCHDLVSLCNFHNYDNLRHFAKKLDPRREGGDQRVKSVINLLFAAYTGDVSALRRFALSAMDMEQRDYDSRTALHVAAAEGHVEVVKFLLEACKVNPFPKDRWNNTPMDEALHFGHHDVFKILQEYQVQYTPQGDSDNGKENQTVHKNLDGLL
#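 Two-point fluorescence kinetic (t0, 30 min RT) for hKGA; glutamate detected via glutamate oxidase–HRP–Amplex Red. Substrate: 1 mM L-glutamine solution; buffer 45 mM KH2PO4, pH 8.2.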
# ERG Ets-DNA blk = qHTS for Small Molecule Inhibitors of the ERG Ets/DNA interaction. Transcriptional regulator ERG (Homo sapiens), P11308. fluorescence polarization, His-ERG Ets domain / labelled DNA. AID 624246, 2012. Potency, µM (series often up to 76.9 µM), without a hit: at the top dose FP activity, negative = inhibition, most hits filed as inhibitors. 370,000 compounds, 0.028% hits; active = well fitted inhibition curve with a large enough effect in the polarisation, with a control signal flat; inconclusive = small, poorly fitted or top-dose-only effect, or effect the other way, or a change in a side signal; inactive = no such curve, though single readings can be large or run the other way; the % refers to the polarisation;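 also: polarization taken with two DNA probes labelled with fluorescein and Texas red; potency is read from the fitted curve at half-maximal effect; % of control where 0% means no effect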
#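 His-tagged ERG Ets domain (1 uM in the protein solution; 300mM KCl, 50mM Tris-HCl, 1mM EDTA, 1mM DTT, pH 7.5) received compound, then a probe mix of 5 nM fluorescein-DNA and 100nM Texas-615-DNA. Fluorescence polarization was read for both dyes.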
# The depositor's hits bear a star; ? = inconclusive; nt = no result given; & = joins results of further samples; [ ] = dose if it differs, or a comment. Unless noted, calls follow the shape of the dose curve; as a rule, active = well fitted curve in the direction sought with a large enough effect; inconclusive = small, poorly fitted or top-dose-only effect, or another doubt; inactive = no such curve, though single readings can be large; an effect the other way counts as inactive or inconclusive.
BAZ2B inh	JMJD2A Tudor inh	G9a inh	RGS4 inh	HP1b binding inh	PI4K2A inh	12-LOX inh	GLS inh	ERG Ets-DNA blk	Compound
2%	-11%	?	6%	35%	0	?	4%	8%	C=CC[C@H]1CC(C)=C[C@H](CC=C)N1
16%	?	24%[12.7 µM]	0%	33%	-3	-9%	1%	0%	O=C(O)CCCc1nc(-c2ccccc2)no1
2%	10%	-9%[59 µM]	-4%	54%	-11	-11%	-12%	4%	O=C(NCC(=O)N(CC1CCCO1)C(C(=O)NC1CCCC1)c1cccnc1)c1ccco1 (configuration not stated)
nt	-21%	nt	7%	21%	0	448%[activator]	4%	9%	COc1ccc(CCN(C)C(=O)c2cc(-c3ccc(C)cc3)nc3ccccc23)cc1OC
-19%	-16%	-21%	-9%	-5%	-1	-2%	2%	9%	COc1ccccc1OCC(=O)N/N=C1\CCCCc2ccccc21
-2%	4%	6%[59 µM]	-17%	40%[activator]	1	0%	18%	15%	Cc1c(Cl)cccc1S(=O)(=O)Nc1ccnn1C
-33%	-29%	-49%	2%	-2%	0	-11%	2%	12%	COc1cccc(N(C(=O)c2snc(C(N)=O)c2N)C(C(=O)NCC2CCCO2)c2c[nH]c3ccccc23)c1 (configuration not stated)
-1%	-5%	3%[59 µM]	-3%	29%	-1	3%	-4%	0%	COCCCNC(=O)CN1C(=O)c2cccnc2Sc2ccccc21
4%	-5%	-8%	17%	33%	-4	4%	-1%	3%	Cc1ccc(-c2nc3cccnc3s2)cc1NS(C)(=O)=O
-8%	-3%	?	-19%	46%[activator]	-2	?	-12%	5%	O=C(CCSc1nnc2scc(-c3ccccc3)n12)Nc1nc(-c2ccccc2)ns1
-15%	-23%	15%[59 µM]	3%	19%	-1	2%	-1%	nt	COc1ccccc1N1C(=O)C2CC(C)=C(C)CC2C1=O (configuration not stated)
-1%	-26%	?	6%	12%	-5	?	5%	2%	C#CCOCCOCCOCCNc1nc(N2CCOCC2)nc(N2CCN(C(=O)[C@H](C)n3cc(CCCN=C(N)N)nn3)CC2)n1
?	?	?	-4%	18%	-3	23%	7%	-6%	COc1ccc(C2CC(c3ccc(Cl)cc3Cl)Nc3nc(N)nn32)cc1 (configuration not stated)
11%	-11%[57.1 µM]	-2%[59 µM]	2%[56.9 µM]	59%[activator]	1	-15%	5%	-4%	CCOC(=O)Nc1nc2ccccc2s1
8%	10%	15%	14%	28%	4	0%	4%	5%	CCCCCCCNC(=O)COc1ccc2c(c1)C(=O)CC(C)(C)O2
0%	-13%	?	?	19%	-3	-1%	11%	5%	CC(=O)c1ccc(NC(=O)c2ccc(-n3cnnn3)cc2)cc1
?	-28%	11%[0.501 µM]	-22%	13%	-6	20%	-5%	4%	COc1ccc(OCCSc2nnc(CCNC(=O)c3ccc(Cl)c(Cl)c3)n2C)cc1
1%	-32%	-30%	9%	15%	2	-4%	8%	-2%	Cc1cccc(OCC(=O)NNC(=O)C2CCN(c3ncnc4sc(C)c(C)c34)CC2)c1
-6%	-14%	-8%[59 µM]	19%	28%	10	?	-12%	-1%	O=S(=O)(c1cccc2cccnc12)n1cnc2ccccc21
-16%	-2%	?	-40%	53%[activator]	-1	0%	-13%	-9%	O=C(NCCCN1CCCC1=O)[C@H](CSCc1ccccc1)N1Cc2ccccc2C1=O
-12%	-20%	-10%[59 µM]	18%	19%	2	-8%	-10%	3%	COc1ccccc1-c1cc2nc(C)c(CCC(=O)NCCc3ccc(SC)cc3)c(C)n2n1
32%[activator]	-17%	nt	20%	11%	0	16%	0%	1%	Cc1ccc2c(c1)N(C(=O)CCC(=O)NCCCN1CCN(C)CC1)CC(C)O2 (configuration not stated)
-5%	-5%	-11%	33%	32%	2	-3%	-4%	-3%	CCC(C(=O)Nc1nc(C)c(C(=O)OC)s1)c1ccccc1 (configuration not stated)
6%	-3%	40%[activator]	27%	21%	5	-22%	-2%	2%	COc1ccc(N2CC(C(=O)Nc3ccncc3)CC2=O)cc1 (configuration not stated)
0%	-12%	?	13%	13%	-3	-6%	0%	7%	COc1cccc(NC(=O)c2ocnc2C)c1
8%	9%	6%[59 µM]	8%	85%[activator]	-1	?	4%	6%	Cc1ccc(CSCC(=O)N2CCN(c3ccccc3F)CC2)cc1
-19%	-30%	?	-10%	15%	-8	4%	0%	7%	N#C/C(C(=O)NCc1ccccc1)=C1/N=C(NC(=O)c2ccco2)c2ccccc21
6%	-3%	12%	-16%	24%	-12	11%	3%	3%	O=C(OCc1nnc(-c2ccccc2)o1)c1ccco1
-4%	32%	-7%[12.7 µM]	-2%	64%[activator]	4	nt	-16%	-5%	CCOC(=O)C1CCCN(S(=O)(=O)c2ccc3ccccc3c2)C1 (configuration not stated)
-21%	-20%	13%[59 µM]	9%	12%	2	7%	-1%	-16%	O=C(NCCc1ccccn1)c1cc(-c2ccccc2Cl)nc2ccccc12

# Part of the list above with just RGS4 inh.
molecule	RGS4 inh
COc1ccc(C2CC(c3ccc(Cl)cc3Cl)Nc3nc(N)nn32)cc1 (configuration not stated)	-4%
CCOC(=O)Nc1nc2ccccc2s1	2%[56.9 µM]

# Additional compounds.
BAZ2B inh	JMJD2A Tudor inh	G9a inh	RGS4 inh	HP1b binding inh	PI4K2A inh	12-LOX inh	GLS inh	ERG Ets-DNA blk	Compound
-5%	-3%	12%[12.7 µM]	-9%	19%	1	132%[activator]	1%	11%	O=C1Nc2ccccc2/C1=N\N1CCOCC1
13%	-5%	25%[12.7 µM]	-25%	55%[activator]	1	-1%	-9%	-10%	Cc1ccc(CN(C)C(=O)c2cccc(S(=O)(=O)N3CCCC3)c2)cc1
nt	-10%	nt	12%	45%[activator]	3	-7%	2%	-6%	COc1cc(N)c(Cl)cc1C(=O)OCC(=O)NCc1cccs1
-14%	2%	nt	16%	41%[activator]	2	8%	0%	-8%	COc1ccc(/C(C)=N/NC(=O)C(NC(=O)c2ccccc2)c2n[nH]c(=O)c3ccccc23)c(OC)c1 (configuration not stated)
10%	-4%	23%	-9%	59%[activator]	?	-29%	3%	-2%	Clc1ccc(/C=C/c2nc3ccccc3[nH]2)c(Cl)c1
-17%	-19%	22µM*	-31%	?	7	-15%	-14%	10%	O=C(NNc1nc(-c2ccc(F)cc2)cs1)c1ccccc1
-6%	-13%	4%[59 µM]	7%	30%	1	?	12%	-5%	CCOc1ccc(N(CC(=O)Nc2ccc(F)cc2F)S(=O)(=O)c2c(C)[nH]c(=O)[nH]c2=O)cc1
-5%	-11%	-14%[59 µM]	-17%	38%[activator]	-5	-3%&92%	-1%	-3%	Fc1ccc(CSc2ncnc3nc[nH]c23)cc1
-35%	-18%	36%[12.7 µM]	16%	29%	7	-11%	4%	5%	CCc1nc(SCC(=O)Nc2nnc(CC(C)C)s2)n[nH]1
0%	-12%	10%[12.7 µM]	12%	10%	2	68%[activator]	29%	-1%	CCOC(=O)C1CCN(CC(=O)Nc2c(C(=O)OC)[nH]c3ccc(Cl)cc23)CC1

# Molecules from the list above that have an NH in an aromatic ring, in the order listed:
BAZ2B inh	JMJD2A Tudor inh	G9a inh	RGS4 inh	HP1b binding inh	PI4K2A inh	12-LOX inh	GLS inh	ERG Ets-DNA blk	Compound
-33%	-29%	-49%	2%	-2%	0	-11%	2%	12%	COc1cccc(N(C(=O)c2snc(C(N)=O)c2N)C(C(=O)NCC2CCCO2)c2c[nH]c3ccccc23)c1 (configuration not stated)
-14%	2%	nt	16%	41%[activator]	2	8%	0%	-8%	COc1ccc(/C(C)=N/NC(=O)C(NC(=O)c2ccccc2)c2n[nH]c(=O)c3ccccc23)c(OC)c1 (configuration not stated)
10%	-4%	23%	-9%	59%[activator]	?	-29%	3%	-2%	Clc1ccc(/C=C/c2nc3ccccc3[nH]2)c(Cl)c1
-6%	-13%	4%[59 µM]	7%	30%	1	?	12%	-5%	CCOc1ccc(N(CC(=O)Nc2ccc(F)cc2F)S(=O)(=O)c2c(C)[nH]c(=O)[nH]c2=O)cc1
-5%	-11%	-14%[59 µM]	-17%	38%[activator]	-5	-3%&92%	-1%	-3%	Fc1ccc(CSc2ncnc3nc[nH]c23)cc1
-35%	-18%	36%[12.7 µM]	16%	29%	7	-11%	4%	5%	CCc1nc(SCC(=O)Nc2nnc(CC(C)C)s2)n[nH]1
0%	-12%	10%[12.7 µM]	12%	10%	2	68%[activator]	29%	-1%	CCOC(=O)C1CCN(CC(=O)Nc2c(C(=O)OC)[nH]c3ccc(Cl)cc23)CC1

# High-throughput results (PubChem)

# Not all compounds are listed (hit frequency here may not be typical).
